Compound activity (PubChem)
DAX1 inh-1 = DAX1 (NR0B1) inhibition, primary screen | HEK293T StAR-luciferase reporter, SF-1/DAX-1 repression relief | inhibition, % at 6.8 µM | 370,000 tested, 1.1% active | AID 652010;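 active means inhibition above the mean over all tested compounds plus 3 SD, cut at about 3.6% in these data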;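 further: 0% = DAX-1 cells with DMSO and 100% = cells lacking DAX-1 with DMSO; higher inhibition means more luminescence from relief of DAX-1 repression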
proKLK7 act = activators of human kallikrein-7 zymogen; P49862; purified proKLK7, EDANS-DABCYL substrate fluorescence; 100% is mature enzyme control, 0% vehicle; activation, % at 7 µM; 370,000 tested, 0.9% active; AID 652039;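 active means activation above the mean of all tested compounds plus 3 SD, computed per campaign excluding outliers beyond control limits, cut at about 13% in these data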
Target sequence (P49862 whole entry, looked up): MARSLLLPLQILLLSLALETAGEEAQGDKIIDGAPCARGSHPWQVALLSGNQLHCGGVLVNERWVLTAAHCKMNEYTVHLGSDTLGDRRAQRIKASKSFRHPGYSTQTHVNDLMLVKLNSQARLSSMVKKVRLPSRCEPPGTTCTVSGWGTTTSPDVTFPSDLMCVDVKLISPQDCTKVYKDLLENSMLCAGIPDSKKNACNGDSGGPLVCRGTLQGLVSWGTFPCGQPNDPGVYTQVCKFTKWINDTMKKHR
hgDAF-12 ag = hgDAF-12 agonism, primary luciferase screen | activation, % at 6.8 µM | HEK293 GAL4-hgDAF12 UAS-luciferase reporter, agonist luminescence; normalized to butyrate control | 370,000 tested, 1.8% active;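 active means activation above a cutoff set at the mean of all screened compounds plus 3 SD, cut at about 10% in these data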;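 further: 0% = DMSO wells and 100% = sodium butyrate wells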
SMARCA2 act = activators of SMARCA2 function | MG213 cells, MMTV-luciferase reporter, dexamethasone, overnight | activation, % at 9.1 µM | 370,000 tested, 1% active; in the data active means activation above about 7.8%;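 further: 0% = vehicle wells and 100% = reference activator wells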
ssDAF12 agonist = activates DAF-12 receptor from parasite S. stercoralis; activation, % at 6.8 µM; HEK293 ssDAF-12/GRIP1 lit1-tk-luc reporter, luminescence; % of 3 µM dafachronic acid response; 370,000 tested, 1% active;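 active means activation above the mean over all tested compounds plus 3 SD, cut at about 0.9% in these data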;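 further: 0% = DMSO-only wells and 100% = 3 µM delta7-dafachronic acid wells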
NPR2 activator = GC-B (human) receptor activation | P20594 | HEK293-GC-B cells, CNP EC30, cGMP TR-FRET; 0% at EC30 CNP, 100% saturating CNP | activation, % at 10 µM | 370,000 tested, 0.11% active | AID 1920062;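 active means activation at 10 µM reaching about 35% in either raw or pattern-adjusted values, limit read from the data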
sPLA2-III inh = Blocks human group III sPLA2 activity. Q9NZ20. QFRET BODIPY PC-A2 liposome hydrolysis, fluorescence. inhibition, % at 12.2 µM. 370,000 tested, 0.56% active;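 active means inhibition above mean plus 3 SD of compounds lying within the high and low control bounds, cut at about 19% in these data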;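 further: 0% = median of test compound wells and 100% = no enzyme DMSO wells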
Target sequence (Q9NZ20 whole entry, looked up): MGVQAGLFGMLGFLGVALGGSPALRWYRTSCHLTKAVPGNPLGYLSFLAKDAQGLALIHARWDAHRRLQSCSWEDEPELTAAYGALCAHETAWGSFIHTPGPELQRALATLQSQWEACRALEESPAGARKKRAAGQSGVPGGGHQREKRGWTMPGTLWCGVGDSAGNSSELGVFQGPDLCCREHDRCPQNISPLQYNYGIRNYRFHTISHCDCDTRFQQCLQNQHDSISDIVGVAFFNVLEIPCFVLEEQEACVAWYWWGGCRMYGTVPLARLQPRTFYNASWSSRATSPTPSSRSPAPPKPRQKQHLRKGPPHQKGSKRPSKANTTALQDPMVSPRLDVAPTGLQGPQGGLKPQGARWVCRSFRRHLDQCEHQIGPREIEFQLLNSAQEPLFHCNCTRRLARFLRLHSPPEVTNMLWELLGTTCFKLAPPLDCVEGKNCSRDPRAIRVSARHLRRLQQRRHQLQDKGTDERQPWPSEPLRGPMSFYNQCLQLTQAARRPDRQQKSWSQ
DAX1 inh-2 = inhibitors of human orphan nuclear receptor DAX1 (NR0B1); HEK293 Gal4-DAX1 luciferase reporter, luminescence; 340,000 tested, 0.99% active; P51843; AID 504766; inhibition, % at 6.75 µM;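 active means inhibition above the mean over all tested compounds plus 3 SD, cut at about 4.2% in these data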;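 further: 0% = DAX1-transfected cells with DMSO and 100% = empty-vector control cells with DMSO; inhibition shows as a rise in luminescence from relieved DAX1 repression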
Target sequence (P51843 207-470 limits assumed): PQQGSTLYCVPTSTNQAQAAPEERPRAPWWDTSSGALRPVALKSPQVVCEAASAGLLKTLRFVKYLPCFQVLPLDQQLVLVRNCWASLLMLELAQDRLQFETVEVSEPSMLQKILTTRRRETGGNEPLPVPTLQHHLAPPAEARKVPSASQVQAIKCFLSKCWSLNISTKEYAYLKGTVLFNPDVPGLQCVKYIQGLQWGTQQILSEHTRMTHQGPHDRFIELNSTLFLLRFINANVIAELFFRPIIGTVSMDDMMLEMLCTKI
hcDAF-12 act = activators of H. contortus DAF-12 nuclear receptor; HEK293 hcDAF-12 lit1-tk-luc reporter, luminescence; 0% DMSO, 100% Δ7-dafachronic acid; activation, % at 6.8 µM; 370,000 tested, 1.4% active; AID 652067;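 active means activation above the mean of all tested compounds plus 3 SD, cut at about 5.5% in these data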;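 further: 100% = response to 3 µM Δ7-dafachronic acid high control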
FXN GAA850 act = frataxin GAA850 promoter activation. HEK293 lucGAA850 FXN promoter luciferase reporter, 24 h; percent of 10 µM SAHA response. activation, % at 6 µM. 360,000 tested, 0.56% active. AID 540364;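 active means activation above the average of all compounds screened plus 3 SD, cutoff fixed separately per campaign, cut at about 7.5% in these data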;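 further: 0% = DMSO wells and 100% = 10 µM SAHA wells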
GC-A act = GC-A (human) enzyme activation; HEK293 GC-A cells, cGMP TR-FRET, EC30 ANP; 0% at EC30 ANP, 100% saturating ANP; P16066; 370,000 tested, 0.14% active; activation, % at 10 µM; in the data active means activation above about 40%
* = called active by the depositor; · = no result given.

SMILES	DAX1 inh-1	proKLK7 act	hgDAF-12 ag	SMARCA2 act	ssDAF12 agonist	NPR2 activator	sPLA2-III inh	DAX1 inh-2	hcDAF-12 act	FXN GAA850 act	GC-A act
OC(CN(c1ccccc1)c1ccccc1)Cn1cnc2ccccc21 (stereo not given)	-1.4	0.5	-3.0	-1	-1.5	-7	-24	-0.2	-2.4	0.1	-6
COC(=O)CSc1nc(N)c2c3c(sc2n1)CCCC3	0.1	0.8	1.8	7	-1.4	-10	-1	0.2	-0.2	-0.3	1
O=C(Oc1coc(CSc2ncccn2)cc1=O)c1ccccc1[N+](=O)[O-]	0.0	0.6	-0.4	1	-0.8	1	-8	-1.1	-0.2	0.8	2
O=c1c(-c2ccccc2)[n+]([O-])c2ccccc2n1O	-0.8	1.6	2.6	-4	-0.6	6	1	0.0	2.1	1.2	-1
COc1ccc(OC)c(NC(=O)C2(C)CCN2C(=O)C2(c3ccccc3)CCCC2)c1 (stereo not given)	-0.9	0.2	4.0	-3	-0.7	-1	0	·	-2.7	-0.2	-8
CN(C)S(=O)(=O)c1ccc(NC(=O)CN2CCc3ccccc32)cc1	0.4	0.2	2.2	-3	0.9	5	-8	0.2	4.5	1.3	0
CCN(CC)C(=O)Oc1ccc(Br)cc1C(=O)Nc1ccc(F)cc1F	0.5	0.3	-3.3	-8	-1.2	-1	8	-0.8	0.4	-1.2	-1
Cc1ccn2cc(-c3cccc(S(=O)(=O)N4CCCC4)c3)nc2c1	-0.7	-1.3	0.4	4	-1.4	-7	-1	-1.0	-2.2	-2.0	0
Cc1ccc(NC(=O)CSCc2n[nH]c(=O)[nH]2)c(Br)c1	0.6	0.5	-1.6	-1	-2.0	2	0	0.0	1.2	1.8	1
CCn1c2ccccc2c2cc(NC(=O)CSc3nnnn3-c3ccccc3)ccc21	-0.8	3.1	1.6	0	-1.2	-14	-14	0.3	-2.3	-1.4	2
CCc1nc2ccc(C(=O)NCc3ccccc3OC)cn2c1N(C)C(=O)Cc1ccccc1	0.4	0.4	-1.0	1	-1.1	2	6	·	-2.8	-1.2	5
CC1=CC2=NC(=O)/C(=C\c3cn(C)c4ccccc34)C(=N)N2O1	0.3	-7.0	2.9	-1	-0.9	-6	-2	-0.1	-0.1	1.5	2
O=C(OCc1cn(Cc2cc(F)cc(F)c2)nn1)N1CCOCC1	0.0	-0.1	-1.7	-6	-1.6	7	9	·	0.8	·	0
CN(C)S(=O)(=O)c1ccc(N2CCCC2)c(C(=O)NCC2CCCCC2)c1	-0.5	-0.2	3.8	3	-1.0	-1	1	-1.8	-1.8	2.7	-1
NC(=O)c1ccsc1NC(=O)CS(=O)(=O)c1ccc(Cl)cc1	-0.4	0.3	0.8	0	-1.3	1	-4	-0.2	0.8	-2.4	1
CCNC(=O)N1CCN(c2ccc(N3CCN(C(=O)NCC)[C@@H](C)C3)c(C)c2)[C@@H](C)C1	0.2	0.2	0.2	-3	-0.6	1	3	·	-2.4	·	1
O=C(Nc1ccccc1)Nc1nnc(COc2ccccc2F)s1	0.2	0.8	-2.6	-5	-1.8	5	-21	1.2	-0.1	1.3	12
COc1ccccc1NC(=S)NC(C)C(c1cccs1)N1CCOCC1 (stereo not given)	-0.5	0.4	1.3	-3	-1.3	0	25*	1.7	0.4	3.2	2
CCOCCn1c(C(C)C)nc2ccccc21	-0.6	-0.4	-1.8	-1	-1.6	-3	4	0.9	-2.0	-0.7	-7
c1ccc(OCCNc2ccn3nc(-c4ccc(OCCN5CCOCC5)cc4)cc3n2)cc1	-3.7	-3.4	-1.5	-2	0.6	1	-27	·	-0.8	-1.5	-2
COc1ccc(C2N(c3ccc(Cl)cc3)C(=O)C3CCCN32)cc1 (stereo not given)	1.1	-0.1	3.0	2	-0.2	-9	1	-1.4	0.5	13*	-8
O=C1NC(=O)N(c2ccc(Cl)cc2)C(=O)/C1=C/c1ccc2c(c1)CCN2Cc1ccccc1Cl	0.3	-0.1	-0.1	-3	-1.2	3	5	-1.2	-0.9	4.2	-2
O=C(NC1CCCc2ccccc21)C1CCN(S(=O)(=O)c2cccc(C(F)(F)F)c2)CC1 (stereo not given)	-0.3	-0.9	0.1	3	-1.4	1	1	-0.1	-1.4	-3.4	2
O=C(CSc1nnc(SCc2ccc(Cl)cc2)s1)N/N=C/c1ccc(C(=O)O)cc1	0.1	-0.1	-1.5	-4	-0.8	0	-2	0.0	2.0	-1.2	-5
COc1cc(C(=O)NCCOc2ccc(C)c(C)c2)cc(OC)c1OC	-0.5	-0.1	-1.2	-2	-1.5	3	-4	-0.2	-2.3	0.5	-1

Results in FXN GAA850 act, DAX1 inh-2 and SMARCA2 act, for 3 of the compounds above:
mol	FXN GAA850 act	DAX1 inh-2	SMARCA2 act
CCc1nc2ccc(C(=O)NCc3ccccc3OC)cn2c1N(C)C(=O)Cc1ccccc1	-1.2	·	1
CC1=CC2=NC(=O)/C(=C\c3cn(C)c4ccccc34)C(=N)N2O1	1.5	-0.1	-1
O=C(OCc1cn(Cc2cc(F)cc(F)c2)nn1)N1CCOCC1	·	·	-6

Further results:
SMILES	DAX1 inh-1	proKLK7 act	hgDAF-12 ag	SMARCA2 act	ssDAF12 agonist	NPR2 activator	sPLA2-III inh	DAX1 inh-2	hcDAF-12 act	FXN GAA850 act	GC-A act
CN(C)c1ccnc2sc(C(=O)NCc3ccccc3)c(N)c12	0.4	-0.1	0.6	1	-1.2	4	4	-0.7	-1.9	-0.5	3
CC(=O)C1=C(C)N(Cc2ccc(F)cc2)C(=S)NC1c1cccc(F)c1 (stereo not given)	0.5	-0.6	0.6	-1	-1.2	0	3	·	-1.2	·	-1
CSc1cccc(NC(=O)CN(c2ccccc2)S(=O)(=O)N(C)C)c1	-0.1	0.2	0.9	-3	-1.2	5	-11	0.4	-0.2	-1.8	2
COc1ccc(C(CNC(=O)COc2ccc(-c3ccccc3)cc2)N2CCOCC2)cc1 (stereo not given)	-0.1	0.3	2.0	-1	-1.3	-3	0	-0.7	-1.0	1.3	6
CN1CCN(C(=S)NC(=O)c2ccc(S(=O)(=O)N3CCOCC3)cc2)CC1	0.4	0.8	-3.1	1	-1.1	-3	15	0.9	-0.2	1.1	3
S=c1[nH]nc(C2CCCCC2)n1/N=C/c1cccc(Br)c1	0.0	0.1	-3.4	1	-0.9	3	14	1.9	0.7	0.7	5
CCc1ccc(NC(=O)C2CCCN2C(=O)NC2CCCCC2)cc1 (stereo not given)	0.2	-0.6	4.5	0	-0.9	4	2	0.4	1.5	1.9	0
O=C(Oc1ccccc1Cl)c1ccc2c(=O)n3c(nc2c1)CCC3	0.8	0.1	0.8	-1	-1.1	-4	8	-0.4	1.1	0.0	4
CCC(CC)c1nnc(NC(=O)C23CC4CC(CC(NC(C)=O)(C4)C2)C3)s1	-0.9	0.3	-2.3	2	-1.2	0	-13	0.7	-0.8	-0.9	4
COc1ccc(N2Cc3ccccc3/C2=N\C(=O)Nc2ccccc2)cc1	1.0	-0.2	7.6	1	-1.7	0	4	0.1	0.9	2.3	-7
CCC(C)NC(=O)CC1Oc2ccc(C)cc2NC1=O (stereo not given)	-0.8	0.2	-2.8	-1	-1.0	3	-2	0.2	1.0	-0.1	-4
Fc1cccc(CNC2CCN(CCc3ccccc3)CC2)c1	-1.0	0.2	-4.8	-2	-1.4	4	9	-0.8	-0.2	1.3	3
Cc1ccccc1-n1c(SCc2csc(Nc3ccccc3)n2)nnc1-c1cccnc1	-0.1	0.5	-2.7	-3	-2.0	-2	-14	-3.7	2.2	-3.8	-13
CCc1ccc(NC(=O)c2cnc(N3CCN(c4ccccn4)CC3)c3ccccc23)cc1	-0.6	-1.3	-0.8	-2	-1.8	-4	-4	·	-0.6	-9.9	-1
O=C(CNC(=O)c1ccccc1Cl)c1ccccc1	1.0	0.0	13*	5	-0.1	0	-12	3.6	1.9	3.1	1
O=C1OC(C(=O)NCc2ccccc2)Cc2ccccc21 (stereo not given)	0.4	0.1	-0.7	2	-0.9	2	2	1.2	-1.4	-0.6	1
O=C(CCc1nc2ccccc2c(=O)[nH]1)Nc1ccccc1N1CCCC1	-0.6	0.7	0.7	0	-0.4	-12	-1	0.5	-0.5	1.2	-6
C[C@@H]1CN([C@H](C)CO)C(=O)CCCn2nncc2CO[C@H]1CN(C)S(=O)(=O)c1ccc2c(c1)OCCCO2	0.8	-0.2	4.3	-4	-1.0	3	7	0.8	-0.2	0.8	-4
CSc1ccccc1NC(=O)CSc1n[nH]c(C)c1[N+](=O)[O-]	-0.1	0.0	-0.8	2	-0.9	-2	-17	-0.6	-0.3	0.8	-2
CCOc1ccccc1CNS(=O)(=O)c1ccc2[nH]c(=O)sc2c1	-0.2	-0.3	0.4	1	-0.5	1	-21	-1.0	0.8	2.6	-2
Cc1cccc(/C=C(\C(=O)O)c2ccc(S(=O)(=O)N3CCCC3)s2)c1	-0.5	-0.3	-0.1	0	-0.9	-3	-18	0.4	-1.5	-0.9	-4
O=C(/C=C/c1ccccc1[N+](=O)[O-])Nc1cccc(S(=O)(=O)NC2=NCCCCC2)c1	-2.5	0.4	-2.5	-2	-1.2	-1	-3	-1.4	-0.5	3.6	-8
CC(C)(C)OC(=O)N/N=C\C=C\c1ccc2c(c1)OCO2	2.0	1.1	13*	7	-0.3	5	-3	0.2	2.4	4.7	3
CSc1cccc(-c2nnc(NC(=O)c3cccc(N4C(=O)CCC4=O)c3)o2)c1	1.1	0.0	1.1	-1	-0.5	2	-9	-0.5	-1.1	2.2	-3
O=C(NCc1cc(C(F)(F)F)cc(C(F)(F)F)c1)c1cc(-c2cc(F)ccc2OCC2CCCO2)n[nH]1 (stereo not given)	1.8	-0.4	0.5	2	-1.2	1	3	·	-0.8	-0.4	1
The list goes on.
SMILES	DAX1 inh-1	proKLK7 act	hgDAF-12 ag	SMARCA2 act	ssDAF12 agonist	NPR2 activator	sPLA2-III inh	DAX1 inh-2	hcDAF-12 act	FXN GAA850 act	GC-A act
Cc1ccc(S(=O)(=O)N2CCC[C@H]2C(=O)Oc2ccccc2)cc1	0.6	0.5	-0.7	-1	-0.2	2	0	1.4	-0.7	-0.6	1
CCc1ccc2oc(=O)cc(CN3CCN(c4ccc(F)cc4)CC3)c2c1	0.3	0.2	1.9	1	-1.1	-4	7	-0.2	-0.6	0.9	-2
NC(=N\N=CCc1ccccc1)/C(N)=N/N=CCc1ccccc1	0.7	0.0	4.5	3	-0.8	-5	-1	0.0	1.9	4.4	0
Cc1c(C(=O)Oc2cccc3ccccc23)cnn1-c1ccccc1	0.3	0.1	-1.9	-2	0.1	-13	-12	0.9	2.1	-3.0	-1
Cn1c(=O)[nH]c(=O)c2c1nc(N1CCCCCC1)n2CCN1CCCCCC1	0.0	0.3	5.5	-3	-0.7	-3	0	1.3	-0.8	0.3	-2
COc1cc(CC(=O)N2CCN(C(=O)C3CCCO3)CC2)cc(OC)c1OC (stereo not given)	0.5	-0.2	1.5	-2	-0.8	5	-1	0.0	-1.4	-1.1	0
C=CCn1c(C(C)NC(=O)C(C)(C)C)nc2ccccc21 (stereo not given)	0.9	-0.2	-0.8	-2	-1.3	3	3	-0.2	-2.1	-2.9	3
